# Bioassay records: PubChem BioAssay, several laboratories
# TPT1 inhibitor = blocks Candida albicans tRNA 2'-phosphotransferase; recombinant caTPT1, FP RNA substrate dephosphorylation; inhibition, % at 5 µM; actives 0.81% (n = 300,000); AID 1962;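 active = inhibition above the mean of all tested compounds plus 3 SD, set per screening campaign, cut at about 24% in these data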;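 note: plate controls were DMSO alone for no effect and ferristatin control at 100 nM for full effect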
# Efflux pump inh = antifungal efflux pump inhibition, Nile Red retention; actives 0.44% (n = 330,000); inhibition, % at 10 µM; S. cerevisiae Candida pump triplex;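 active = plate passing quality check with inhibition over a set limit, or well fluorescence over plate mean plus 4 SD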;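 note: Nile Red retained in pooled yeast measured as flow cytometry median fluorescence; 0% = buffer negative control and 100% = Enniatin B positive control; higher means more Nile Red kept so more efflux inhibition; some compounds called inactive have numbers as strong as hits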
# PREPL inhibitor = inhibitors of human prolyl oligopeptidase-like enzyme PREPL; Q4J6C6; recombinant PREPL, fluorescence polarization activity-based probe; inhibition, % at 5.96 µM; actives 0.68% (n = 320,000); AID 2751; in the data active = inhibition above about 43%;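 note: 0% = enzyme with DMSO and 100% = wells lacking enzyme; many of its hits are not listed in these tables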
# CTSL1 counter = counter-screen for PFM18AAP inhibitors: inhibitors of F. hepatica cathepsin L1; inhibition, % at 5.96 µM; actives 0.49% (n = 300,000); recombinant F. hepatica cathepsin L1, Z-Leu-Arg-MCA fluorescence;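 active = inhibition above the mean of all tested compounds plus 3 SD, set per screening campaign, cut at about 17% in these data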;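 note: 0% = plate median of test compound wells and 100% = 1 µM Z-Phe-Ala-diazomethylketone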
# ZTA counter = counter-screen for EBNA-1 inhibitors: inhibitors of Epstein-Barr virus ZTA. ZTA-DNA binding, fluorescence polarization. P03206. actives 0.15% (n = 320,000). inhibition, % at 11 µM; in the data active = inhibition above about 33%
# Target sequence (P03206 whole entry, looked up): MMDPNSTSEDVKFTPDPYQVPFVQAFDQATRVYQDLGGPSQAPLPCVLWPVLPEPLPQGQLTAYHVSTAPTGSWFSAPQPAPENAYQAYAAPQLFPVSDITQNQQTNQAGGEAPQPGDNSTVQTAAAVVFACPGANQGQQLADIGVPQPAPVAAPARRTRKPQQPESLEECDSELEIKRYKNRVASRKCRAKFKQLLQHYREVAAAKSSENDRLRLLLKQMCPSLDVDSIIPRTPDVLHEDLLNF
# PP1 counter = PP1-alpha (human) inhibition in PP5 counter-screen; purified PP1alpha, OMFP fluorescence; inhibition, % at 6.7 µM; actives 0.9% (n = 320,000);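 active = inhibition above the mean inhibition of all tested compounds plus 3 SD, computed separately for each screening campaign, cut at about 15% in these data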
# Target sequence (P62136 whole entry, looked up): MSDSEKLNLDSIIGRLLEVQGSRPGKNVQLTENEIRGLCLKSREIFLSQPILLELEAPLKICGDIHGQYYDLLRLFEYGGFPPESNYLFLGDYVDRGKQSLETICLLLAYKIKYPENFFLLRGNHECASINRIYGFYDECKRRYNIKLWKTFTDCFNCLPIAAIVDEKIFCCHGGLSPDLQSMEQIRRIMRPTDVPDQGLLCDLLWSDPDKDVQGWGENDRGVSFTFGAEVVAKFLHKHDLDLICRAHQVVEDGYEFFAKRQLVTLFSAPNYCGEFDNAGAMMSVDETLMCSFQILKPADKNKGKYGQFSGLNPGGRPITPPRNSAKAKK
# PP5 inh = inhibitors of human protein phosphatase 5 (PP5); actives 0.18% (n = 320,000); inhibition, % at 6.7 µM; P53041; purified PP5c, OMFP substrate fluorescence;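 active = inhibition above the campaign's mean inhibition across all tested compounds plus 3 SD, cut at about 9.5% in these data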;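 note: 0% = DMSO only and 100% = 100 µM cantharidin control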
# Target sequence (P53041 whole entry, looked up): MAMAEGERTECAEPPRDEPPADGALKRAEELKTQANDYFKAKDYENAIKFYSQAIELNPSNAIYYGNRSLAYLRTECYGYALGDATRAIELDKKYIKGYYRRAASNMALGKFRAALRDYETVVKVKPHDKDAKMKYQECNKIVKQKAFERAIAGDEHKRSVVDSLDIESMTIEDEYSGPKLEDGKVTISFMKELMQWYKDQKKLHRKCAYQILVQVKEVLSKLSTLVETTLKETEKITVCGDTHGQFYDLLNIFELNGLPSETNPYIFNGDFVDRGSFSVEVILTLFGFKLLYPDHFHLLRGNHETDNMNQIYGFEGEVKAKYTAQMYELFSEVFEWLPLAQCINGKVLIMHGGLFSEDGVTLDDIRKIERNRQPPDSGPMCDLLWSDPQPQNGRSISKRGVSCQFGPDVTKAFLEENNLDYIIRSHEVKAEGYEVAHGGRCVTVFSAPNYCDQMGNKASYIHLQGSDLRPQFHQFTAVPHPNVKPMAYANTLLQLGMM
# HCV core dimer = HCV core protein dimerization inhibition; TR-FRET GST/Flag-core106 dimerization, 1536-well; AID 1899; actives 0.33% (n = 300,000); inhibition, % at 5 µM;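 active = inhibition above the mean of all tested compounds plus 3 SD, set per screening campaign, cut at about 45% in these data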
#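 Material: Tagged HCV core106 pair (GST and Flag) | Amount: GST-core106 13.5 nM, Flag-core106 17 nM | Medium: KF-containing HEPES buffer, pH 7.45, DTT, CHAPS, BSA | Reagent: Eu donor and XL665 acceptor anti-tag antibodies | Schedule: 4 h at 22.5 °C | Technique: Time-resolved FRET, ex 340 nm, em 617 and 671 nm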
# EBNA-1 inhibitor = blocks EBNA-1 binding to DNA; EBNA-1 DNA binding, fluorescence polarization; inhibition, % at 14.8 µM; AID 1950; actives 0.34% (n = 300,000); in the data active = inhibition above about 28%
# An asterisk follows results filed as active; nt = not tested or not shown. A portion of the library. The share of hits here may be higher or lower than overall.
SMILES,TPT1 inhibitor,Efflux pump inh,PREPL inhibitor,CTSL1 counter,ZTA counter,PP1 counter,PP5 inh,HCV core dimer,EBNA-1 inhibitor
CCOc1ccc(NC(=O)CN2CCN(C3c4ccccc4-c4ccccc43)CC2)cc1,0,0.0,4,3,2,2,1.9,8,-3
COCc1cc(C)nc(OCC(=O)N/N=C/c2cc(C)n(-c3c(C)cccc3C)c2C)c1C#N,-2,0.1,14,4,-13,1,1.4,16,-6
CC(Oc1ccc(S(=O)(=O)N2CCCC2)cc1[N+](=O)[O-])C(=O)N(C)c1ccccc1 (stereo not drawn),-1,-0.1,0,-4,-5,-2,-0.6,-3,-9
CCN(CC(=O)Nc1c(F)cccc1F)C(=O)c1ccc2c(c1)OCO2,nt,0.1,19,nt,-11,-6,0.5,nt,nt
CCC1=C(C(=O)OC)C(c2cc(OC)ccc2OC)C(C#N)=C(N)O1 (stereo not drawn),1,0.1,-2,1,12,12,1.2,1,10
COc1ccc(NC(=O)C2CCCN2S(=O)(=O)c2ccc(F)cc2)cc1 (stereo not drawn),1,0.0,-5,-2,8,-6,-2.2,-1,2
Cc1cccc(OCC(=O)N/N=C/c2cn[nH]c2-c2ccc(Cl)c(Cl)c2)c1,-2,-0.1,-29,0,14,8,-0.6,2,-1
CC(OC(=O)CCC1CCCCC1)C(=O)Nc1ccc(S(N)(=O)=O)cc1 (stereo not drawn),1,0.2,-1,-8,7,-3,-0.9,1,-3
CN(C)CC[C@@H](c1ccc(Cl)cc1)c1ccccn1,-1,0.0,11,-1,-1,2,-1.2,-1,2
COc1ccc(C(=O)NC(=S)Nc2ccc(S(N)(=O)=O)cc2)cc1,0,0.0,-6,5,-10,-3,3.8,4,-2
CN(CCC#N)C(=O)CC1(Cc2ccccc2)CCOC(C)(C)C1 (stereo not drawn),-4,-0.1,-11,-2,-4,-2,-1.8,0,-6
O=c1[nH]c(CN2CCOCC2)nc2ccccc12,2,0.1,-9,-2,9,4,-0.5,-1,1
N#C/C(=C\Nc1ccc2cn[nH]c2c1)c1nc(-c2ccc(Cl)cc2)cs1,13,-0.1,6,-2,6,12,0.8,12,1
CCOC(=O)C1(CCCc2ccccc2)CCN(C(=O)CCc2cnn(C)c2)CC1,2,0.1,13,-3,11,-3,0.5,-6,-9
CCC(=O)Nc1cccc(-c2nc3ncccc3o2)c1C,-4,-0.2,14,5,5,-4,-0.1,-10,-8
CSc1nnc(CCCCCCCCc2nnc(SC)o2)o1,-5,-0.1,7,10,-12,2,-2.4,-3,-5
C=CCN(CC=C)S(=O)(=O)c1ccc(NC(=O)COc2ccccc2OC)cc1,1,0.5,-8,-5,6,4,2.5,5,-9
O=C1c2ccccc2C(O)N1Cc1ccco1 (stereo not drawn),3,0.1,-9,-1,14,-3,2.2,-11,1
CCCc1c(NC(=O)Nc2ccc(F)cc2)cnn1-c1ccccc1,0,-0.1,19,0,-3,0,0.2,-4,2
CC(C)(C)C(C(=O)Oc1ccccc1)c1ccccc1 (stereo not drawn),nt,0.0,3,nt,-1,0,-0.1,nt,nt
CCSc1ccc2nnc(-c3cccc(F)c3)n2n1,0,-0.2,7,0,-22,0,0.9,2,-3
CCCC(=O)Nc1nn(C)c2nc3ccc(C)cc3cc12,-1,-0.1,16,-1,-13,0,2.0,-32,-7
Cc1cccc2cncc(OCc3nnc(SC(F)F)n3C)c12,-1,-0.1,-6,1,2,-4,2.5,2,8
COc1ccc(NC(=O)CCCC(=O)OCC(=O)c2cccc(OC)c2)cc1,3,0.2,7,-4,-9,2,2.4,-10,-16

# Entries of single compounds from above:
# CCCc1c(NC(=O)Nc2ccc(F)cc2)cnn1-c1ccccc1 is listed as TPT1 inhibitor: 0; Efflux pump inh: -0.1; PREPL inhibitor: 19; CTSL1 counter: 0; ZTA counter: -3; PP1 counter: 0; PP5 inh: 0.2; HCV core dimer: -4; EBNA-1 inhibitor: 2
# CC(C)(C)C(C(=O)Oc1ccccc1)c1ccccc1 (stereo not drawn) is listed as TPT1 inhibitor: nt; Efflux pump inh: 0.0; PREPL inhibitor: 3; CTSL1 counter: nt; ZTA counter: -1; PP1 counter: 0; PP5 inh: -0.1; HCV core dimer: nt; EBNA-1 inhibitor: nt

# Going on with the list.
SMILES,TPT1 inhibitor,Efflux pump inh,PREPL inhibitor,CTSL1 counter,ZTA counter,PP1 counter,PP5 inh,HCV core dimer,EBNA-1 inhibitor
Cc1nn(-c2ccccc2)c2sc(C(=O)N(CC(=O)NC(C)(C)C)Cc3ccco3)cc12,-1,0.0,-12,2,-11,-6,2.3,9,-2
COc1cccc(C(=O)C[n+]2ccccc2/C=N/O)c1,-1,0.1,5,-6,-3,-2,-1.3,-6,-9
Cc1ccc(NC2=NC3(CCCCC3)N=C(N)N2)c(C)c1,1,0.2,3,-2,17,-1,-1.5,0,3
O=C(CSc1nc2[nH]ncc2c(=O)n1-c1ccccc1)NCc1cccs1,-1,-0.1,8,-4,-11,-2,-0.5,-4,-3
Cc1ccn2cc(-c3cccc(S(=O)(=O)N4CC(C)OC(C)C4)c3)nc2c1 (stereo not drawn),2,0.1,6,0,2,-8,2.5,9,-8
O=C(c1ccccc1)N1CCN(c2ncnc3sc4c(c23)CCC4)CC1,0,-0.1,7,4,-7,-3,5.2,5,-2
CCOCCCN(C(=O)c1snc(C(N)=O)c1N)C(C(=O)NC1CCCC1)c1ccc(OC)cc1 (stereo not drawn),0,-0.2,5,-1,-18,-1,1.3,0,-3
COc1ccc(NC(=O)C2CCCO2)cc1Cl (stereo not drawn),-1,-0.2,4,-1,-2,-6,0.9,-1,6
CC1CC(C)(C)NC(=S)N1CCCC(=O)NCc1ccccc1 (stereo not drawn),1,0.1,7,7,-8,-4,-1.4,-2,-3
Cc1ccc(S(=O)(=O)N(C)C)cc1NC(=O)CSc1ncc(C(F)(F)F)cc1Cl,-4,0.1,24,-1,-17,0,0.5,-8,-6
COc1ccc(N2CC(C(=O)OCC(=O)Nc3ccccc3C)CC2=O)cc1 (stereo not drawn),0,0.1,-1,-34,-10,-5,1.2,3,-12
COCC(O)CNc1ccccc1 (stereo not drawn),16,-0.2,-3,3,-2,-2,-1.0,-4,4
O=C(CSc1nnc(CNC(=O)c2c(F)cccc2Cl)o1)NCCc1ccccc1,-4,0.0,6,0,0,-4,-0.9,-9,-3
CN(CC(=O)Nc1ccc(F)cc1)C(=O)CN1C(=O)c2ccccc2C1=O,nt,-0.1,4,nt,11,2,0.2,nt,nt
O=C(NS(=O)(=O)c1ccc2c(c1)OCCO2)c1ccccc1,1,0.0,8,-1,21,-2,-1.2,2,-9
C=CCn1c(SCc2nc(N)nc(N3CCCCC3)n2)nnc1-c1ccco1,0,-0.1,17,-3,-21,0,4.4,4,4
CCn1cc(C(=O)NCC2CCCO2)c(=O)c2cc(S(=O)(=O)N3CCCCC3)ccc21 (stereo not drawn),1,0.0,-14,-3,11,-2,-2.5,-2,7
COc1ccccc1CC(=O)O/N=C(\N)c1ccccn1,-5,-0.1,7,-3,-3,-2,-0.9,-4,5
CCNC(=S)Nc1ccc(Cl)c([N+](=O)[O-])c1,3,0.1,12,-4,-15,-1,-0.1,3,-9
NC(=O)CC(NC(=O)Cc1cccc2ccccc12)c1ccc(N2CCc3ccccc3C2)c([N+](=O)[O-])c1 (stereo not drawn),1,0.1,-9,3,8,18*,1.4,12,-4
COc1ccc2oc(C(=O)OCC(=O)N3C(C)CCCC3C)c(C)c2c1 (stereo not drawn),-2,-0.3,-3,0,4,5,-0.8,7,15
CC(C)(C)OC(=O)NNC1CC(=O)N(c2ccccc2F)C1=O (stereo not drawn),0,-0.2,10,-3,-25,-5,2.0,3,6
Cc1ccc(C2(C)NC(=O)N(CC(=O)NNC(=O)c3ccoc3C)C2=O)cc1 (stereo not drawn),0,-0.1,9,-10,-1,-1,-2.3,-4,-1
CCn1cc(SCC(=O)Nc2cc(C)on2)c2ccccc21,-3,0.2,-5,-3,-4,-4,0.1,-8,5
CN(C)C(CNC(=O)CCc1nc2sc3c(c2c(=O)[nH]1)CCCC3)c1ccccc1 (stereo not drawn),4,0.1,19,0,6,-4,0.0,5,-9
CCOc1ccc(-c2nnn(CC(=O)Nc3ccccc3OC)n2)cc1OCC,3,-0.1,-4,0,14,1,-0.5,1,3
CCCN1CCC(=O)N([C@H](CSc2ccc(OC)cc2)CC(C)C)CC1,-4,0.0,16,-4,-11,-1,1.8,-6,-10
O=C(CNC(=O)c1ccccc1)OCCOc1cccc(Cl)c1,-3,-0.1,2,3,-9,-7,-0.5,-8,-11
O=S(=O)(c1ccc(Cl)cc1Br)N1CCCCC1,5,0.0,-2,2,19,0,-0.4,4,8
O=C(COC(=O)CCc1nc2ccccc2c(=O)[nH]1)Nc1ccc2c(c1)OCO2,-3,0.0,5,-4,-8,-3,-0.3,3,-14
S=c1[nH]nc(Nc2cccc3ccccc23)s1,0,-0.2,13,0,7,-1,-3.1,-8,-5
CCC1(c2ccccc2)NC(=O)N(CC(=O)Nc2ccc(OC)nc2)C1=O (stereo not drawn),-54,-0.1,6,-4,9,-5,0.1,2,-2
CCn1c(NC(=O)/C=C/c2ccc(F)cc2)nc2ccccc21,5,-0.1,7,3,16,-3,-1.8,5,2
Cc1ccc(S(=O)(=O)NC2CCCCC2)cc1,nt,0.1,4,nt,-17,-1,2.0,nt,nt
Cc1ccc(N(Cc2ccccc2F)S(C)(=O)=O)cc1C,-5,0.1,2,0,9,3,2.1,2,11
COc1ccc(NC(=S)N2N=CCC2c2ccccc2)cc1 (stereo not drawn),1,0.0,-16,-1,-13,-2,2.6,-1,-7
O=C(CCSCCC(=O)N1CCCC1)N1CCCC1,7,0.0,1,0,-8,-5,2.7,0,2
CN(c1ccccc1)C(c1ccc(F)cc1)c1nnnn1C1CCCC1 (stereo not drawn),-1,0.0,-2,-3,-6,2,0.5,1,7
O=C(CNc1cc(S(=O)(=O)N2CCOCC2)ccc1NCC1CCCO1)Nc1ccccc1F (stereo not drawn),3,0.1,6,-2,4,-2,1.1,2,-1
CC1CC(=O)Nc2ccccc2N1C(=O)Nc1ccc(F)cc1F (stereo not drawn),-2,0.0,-6,2,-7,0,0.6,-2,-6
O=C(COc1ccc2c3c(c(=O)oc2c1)CCC3)NCCCN1CCCC1=O,2,-0.1,-2,-1,1,-1,1.9,6,4
O=C(/C=C/c1ccccc1)NC(NC(=S)Nc1ccc(Cl)cc1Cl)C(Cl)(Cl)Cl (stereo not drawn),-2,0.2,-18,5,-6,15,3.2,26,-3
COc1ccc(-c2nnn(CCC(=O)O)n2)cc1,1,-0.1,8,7,-13,-1,-2.6,-2,-3
O=C(CSc1nnnn1-c1ccc(C(=O)O)cc1)NC1CCCCC1,-4,0.0,5,7,12,-2,-1.6,7,3
Cc1cccc(C2Nc3ccccc3C(=O)N2c2ccccc2)n1 (stereo not drawn),3,0.0,5,-1,1,-4,3.0,-2,-7
CC(C)OCCCN1CN(S(=O)(=O)c2cccs2)c2nc3ccccc3nc21,-1,-0.3,6,2,-4,-3,-0.2,2,11
C=CCN1C(=O)c2ccc(C(=O)N(C)CC(=O)Nc3ccccc3C(F)(F)F)cc2C1=O,2,-0.3,13,2,21,-3,-1.5,-3,1

# Laid out differently: 3 of the compounds above.
Molecule	TPT1 inhibitor	Efflux pump inh	PREPL inhibitor	CTSL1 counter	ZTA counter	PP1 counter	PP5 inh	HCV core dimer	EBNA-1 inhibitor
C=CCN1C(=O)c2ccc(C(=O)N(C)CC(=O)Nc3ccccc3C(F)(F)F)cc2C1=O	2	-0.3	13	2	21	-3	-1.5	-3	1
CCCc1c(NC(=O)Nc2ccc(F)cc2)cnn1-c1ccccc1	0	-0.1	19	0	-3	0	0.2	-4	2
CCCC(=O)Nc1nn(C)c2nc3ccc(C)cc3cc12	-1	-0.1	16	-1	-13	0	2.0	-32	-7
